Screens: PubChem BioAssay, The Scripps Research Institute Molecular Screening Center
PAFAH1B3 FP inh: PAFAH1B3 enzyme inhibitors, primary screen, biochemical, fluorescence polarization, human; Platelet-activating factor acetylhydrolase IB subunit alpha1 (Homo sapiens), Q15102; recombinant PAFAH1B3, FP-rhodamine probe; inhibition, % at 3.39 µM; hit rate 0.28% among 340,000; AID 492972, 2010;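 active = inhibition above the screen-wide average of all tested compounds plus 3 SD, cut at about 25% in these data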;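 also: 0% = enzyme with DMSO only and 100% = wells lacking PAFAH1B3 protein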
Target sequence (Q15102 whole entry, looked up): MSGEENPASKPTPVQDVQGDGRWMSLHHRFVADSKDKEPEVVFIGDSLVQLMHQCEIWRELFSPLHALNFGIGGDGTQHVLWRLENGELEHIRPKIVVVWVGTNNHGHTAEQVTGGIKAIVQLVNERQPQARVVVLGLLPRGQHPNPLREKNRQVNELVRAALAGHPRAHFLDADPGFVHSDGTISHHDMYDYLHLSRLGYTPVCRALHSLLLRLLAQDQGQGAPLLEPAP
PREPL inhibitor: PREPL enzyme inhibitors, primary screen, biochemical, fluorescence polarization; recombinant PREPL, fluorescence polarization activity-based probe; inhibition, % at 5.96 µM; hit rate 0.68% among 320,000; in the data active = inhibition above about 43%;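 also: 0% = enzyme with DMSO and 100% = wells lacking enzyme; many of its hits are not listed in these tables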
pPAFAH inh: pPAFAH enzyme inhibitors, primary screen, biochemical, fluorescence polarization, human. hit rate 1.5% among 330,000. inhibition, % at 3.39 µM. recombinant pPAFAH, FP-rhodamine probe fluorescence polarization;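 active = inhibition above the mean inhibition across the screen plus 3 SD, cut at about 25% in these data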;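 also: inhibitors block binding of the rhodamine activity-based probe so polarization drops; 0% = enzyme with DMSO and 100% = wells lacking pPAFAH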
LYPLA1 inh: LYPLA1 inhibitors, primary screen, counter-screen for PME1 inhibitor project, biochemical, fluorescence polarization, FP-Rh probe ABPP; Acyl-protein thioesterase 1 (Homo sapiens), O75608; recombinant LYPLA1; inhibition, % at 5.9 µM; hit rate 0.16% among 320,000; AID 2174, 2009;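 active = inhibition above the mean of all tested compounds plus 3 SD, set per campaign, cut at about 14% in these data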;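 also: inhibitors block serine hydrolase probe labeling of LYPLA1 so polarization falls; 0% = enzyme with DMSO and 100% = wells lacking LYPLA1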
Target sequence (O75608 whole entry, looked up): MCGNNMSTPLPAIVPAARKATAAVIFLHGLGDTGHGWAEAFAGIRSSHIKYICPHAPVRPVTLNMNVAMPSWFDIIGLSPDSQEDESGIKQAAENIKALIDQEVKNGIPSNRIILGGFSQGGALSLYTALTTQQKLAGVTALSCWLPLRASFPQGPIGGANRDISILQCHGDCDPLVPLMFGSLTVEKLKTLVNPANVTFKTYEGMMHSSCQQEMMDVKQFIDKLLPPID
PAFAH1B2 FP inh: PAFAH1B2 enzyme inhibitors, primary screen, biochemical, fluorescence polarization, human; hit rate 1.2% among 340,000; inhibition, % at 3.39 µM; recombinant PAFAH1B2, FP-rhodamine activity probe;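 active = inhibition above the mean of all tested compounds plus 3 SD, cut at about 24% in these data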;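 also: 0% = enzyme with DMSO and 100% = wells lacking PAFAH1B2; many of its hits are not listed in these tables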
Target sequence (P68402 whole entry, looked up): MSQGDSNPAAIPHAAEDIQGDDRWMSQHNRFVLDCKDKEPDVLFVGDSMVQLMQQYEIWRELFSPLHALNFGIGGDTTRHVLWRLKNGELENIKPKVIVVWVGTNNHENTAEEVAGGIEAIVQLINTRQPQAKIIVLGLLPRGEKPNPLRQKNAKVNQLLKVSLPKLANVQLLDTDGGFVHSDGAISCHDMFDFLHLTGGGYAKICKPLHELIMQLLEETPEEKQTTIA
ZTA DNA inh: ZTA (EBV) inhibition in EBNA-1 counter-screen. P03206. ZTA-DNA binding, fluorescence polarization. inhibition, % at 11 µM. hit rate 0.15% among 320,000; in the data active = inhibition above about 33%
PAFAH2 inh: PAFAH2 enzyme inhibitors, primary screen, biochemical, fluorescence polarization, human; Platelet-activating factor acetylhydrolase 2, cytoplasmic (Homo sapiens), Q99487; recombinant PAFAH2, FP-rhodamine activity probe; inhibition, % at 3.39 µM; hit rate 0.99% among 340,000; AID 492956, 2010;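 active = inhibition above the mean over all tested compounds plus 3 SD, cut at about 30% in these data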;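 also: inhibitors block probe labeling of enzyme so polarization drops; 0% = enzyme with DMSO and 100% = wells lacking PAFAH2 protein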
EBNA-1 inhibitor: EBNA-1 DNA-binding inhibitors, primary screen, biochemical, fluorescence polarization. inhibition, % at 14.8 µM. hit rate 0.34% among 300,000. AID 1950, 2009; in the data active = inhibition above about 28%
LYPLA2 counter: LYPLA2 inhibitors, primary screen, counter-screen for PME1 inhibitor project, biochemical, fluorescence polarization, FP-Rh probe ABPP; Acyl-protein thioesterase 2 (Homo sapiens), O95372; recombinant LYPLA2; inhibition, % at 5.9 µM; hit rate 0.38% among 320,000;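 active = inhibition above the screen-wide mean plus 3 SD, limit set per campaign, cut at about 26% in these data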;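 also: 0% = LYPLA2 with DMSO and 100% = wells lacking LYPLA2 enzyme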
Numbers without * were called inactive; x = no result given. The list is partial, so the mix of outcomes need not match the whole.

| molecule | PAFAH1B3 FP inh | PREPL inhibitor | pPAFAH inh | LYPLA1 inh | PAFAH1B2 FP inh | ZTA DNA inh | PAFAH2 inh | EBNA-1 inhibitor | LYPLA2 counter |
| --- | --- | --- | --- | --- | --- | --- | --- | --- | --- |
| O=C(c1cc(-c2ccco2)on1)N1CCCc2ccccc21 | -1 | 0 | 25* | 1 | 2 | 12 | 6 | 7 | 4 |
| CCCC(=O)O/N=C(\c1ccccc1)c1ccncc1 | 5 | 2 | 3 | 0 | 3 | 12 | -2 | 7 | 4 |
| COC(=O)c1ccc(N2CCCCC2)c(NS(=O)(=O)c2ccc(C)cc2)c1 | 4 | 12 | -1 | -5 | 3 | 1 | 1 | -9 | -2 |
| Cc1c(NC(=O)c2nn(C)c(=O)c3ccccc23)c(=O)n(-c2ccccc2)n1C | 10 | -1 | 5 | -2 | 4 | -7 | -5 | -12 | 2 |
| CCOC(=O)C(Cc1ccccc1)C(=O)NCc1ccccc1 (stereo not given) | 9 | -4 | 2 | 1 | -2 | 0 | 1 | 2 | 10 |
| O=S(=O)(NCc1cc(-c2ccccc2Cl)no1)c1ccc(Cl)cc1 | 7 | -60 | 8 | -4 | 11 | -3 | -3 | 5 | 4 |
| O=C1CCN(S(=O)(=O)c2ccccc2)C2CCCCC12 (stereo not given) | 0 | -5 | 9 | -2 | 0 | -18 | 5 | 3 | 2 |
| O=C(c1cccc([N+](=O)[O-])c1)N1CCCC(C(=O)N2CCCCC2)C1 (stereo not given) | 5 | 11 | -3 | 1 | 3 | 4 | 3 | 2 | -9 |

Single values from the entries so far.
Reading for O=C(c1cccc([N+](=O)[O-])c1)N1CCCC(C(=O)N2CCCCC2)C1 (stereo not given) in ZTA DNA inh: 4
Reading for O=C1CCN(S(=O)(=O)c2ccccc2)C2CCCCC12 (stereo not given) in pPAFAH inh: 9

Next results.
| molecule | PAFAH1B3 FP inh | PREPL inhibitor | pPAFAH inh | LYPLA1 inh | PAFAH1B2 FP inh | ZTA DNA inh | PAFAH2 inh | EBNA-1 inhibitor | LYPLA2 counter |
| --- | --- | --- | --- | --- | --- | --- | --- | --- | --- |
| CCN1CCN(c2cc(C)c3cc(NC(=O)CCC(=O)Nc4ccc(OC)c(OC)c4)ccc3n2)CC1 | 1 | 6 | 2 | 2 | 1 | 4 | -2 | -6 | 0 |
| COc1ccccc1OCCCC(=O)Nc1nnc(C2CCCO2)s1 (stereo not given) | -3 | -4 | 3 | 4 | 0 | 7 | 10 | -3 | -2 |
| Cc1ccccc1NC(=O)N1CCc2ccccc2C1 | 8 | 10 | 4 | -3 | 3 | 6 | -5 | -3 | 3 |
| CCN(CC)S(=O)(=O)c1cccc(C(=O)Oc2cccc(NC(=O)c3cccs3)c2)c1 | 6 | -10 | -5 | -29 | -7 | 4 | -42 | 5 | -44 |
| Cc1ccc(-n2c(SCC(=O)OC(C)C)nnc2-c2ccccn2)cc1 | 5 | -6 | 4 | 6 | 3 | -12 | -12 | 8 | 2 |
| CCOCCCNC(=O)CCSc1ccc(C)cc1 | 6 | 13 | -5 | 5 | 10 | -18 | 8 | -2 | 11 |
| COc1ccc(C2C(C(=O)OC(C)C)=C(C)N=c3s/c(=C\c4cccs4)c(=O)n32)cc1 (stereo not given) | -3 | 5 | -2 | 1 | -3 | 2 | -2 | 4 | 9 |
| CSc1nc2ccc(S(=O)(=O)N3CCc4ccccc43)cc2s1 | 6 | -8 | -1 | -1 | 3 | 5 | -4 | 8 | 2 |

pPAFAH inh, entries above that show a hit.
SMILES	PAFAH1B3 FP inh	PREPL inhibitor	pPAFAH inh	PAFAH1B2 FP inh	PAFAH2 inh	EBNA-1 inhibitor
O=C(c1cc(-c2ccco2)on1)N1CCCc2ccccc21	-1	0	25*	2	6	7

Additional entries:
| molecule | PAFAH1B3 FP inh | PREPL inhibitor | pPAFAH inh | LYPLA1 inh | PAFAH1B2 FP inh | ZTA DNA inh | PAFAH2 inh | EBNA-1 inhibitor | LYPLA2 counter |
| --- | --- | --- | --- | --- | --- | --- | --- | --- | --- |
| COC(=O)c1c(C)[nH]c(C(=O)CSc2nnnn2-c2ccccc2)c1C | -4 | 5 | 6 | -3 | 3 | -6 | -4 | 12 | -9 |
| C=CCn1c(-c2cccs2)nc2ccccc21 | 3 | 12 | -4 | -4 | 5 | -6 | 5 | -4 | -6 |
| Cc1cc(C)n(S(=O)(=O)c2ccc(Cl)cc2)n1 | 7 | 2 | 1 | -3 | 5 | 1 | 0 | 3 | 10 |
| OCC1=C[C@@H](O)[C@@H]2C=CO[C@@H](O[C@@H]3O[C@H](CO)[C@@H](O)[C@H](O)[C@H]3O)[C@H]12 | -2 | -2 | -5 | x | 5 | x | 1 | x | x |
| CN(C)CC(C)(C)CNCc1cc(=O)oc2ccc3ccccc3c12 | 4 | -7 | 0 | -2 | 8 | -12 | -12 | -9 | -4 |
| COc1ccccc1CNC(=O)CCNS(=O)(=O)c1cccc2nonc12 | 3 | -8 | 4 | -2 | 4 | 8 | 1 | 3 | -1 |
| COc1cccc(N2CCN(C(=O)C3CCN(S(=O)(=O)c4cccs4)CC3)CC2)c1 | -2 | 7 | 1 | 3 | -5 | -9 | 7 | 4 | 10 |
| CCn1c(C)c(P(=O)(N2CCOCC2)N2CCOCC2)c2ccccc21 | -6 | 12 | -3 | -1 | 5 | 7 | -4 | -22 | -5 |

Molecules listed so far that contain a halogen, in the order listed:
| molecule | PAFAH1B3 FP inh | PREPL inhibitor | pPAFAH inh | LYPLA1 inh | PAFAH1B2 FP inh | ZTA DNA inh | PAFAH2 inh | EBNA-1 inhibitor | LYPLA2 counter |
| --- | --- | --- | --- | --- | --- | --- | --- | --- | --- |
| O=S(=O)(NCc1cc(-c2ccccc2Cl)no1)c1ccc(Cl)cc1 | 7 | -60 | 8 | -4 | 11 | -3 | -3 | 5 | 4 |
| Cc1cc(C)n(S(=O)(=O)c2ccc(Cl)cc2)n1 | 7 | 2 | 1 | -3 | 5 | 1 | 0 | 3 | 10 |

(more compounds)
| molecule | PAFAH1B3 FP inh | PREPL inhibitor | pPAFAH inh | LYPLA1 inh | PAFAH1B2 FP inh | ZTA DNA inh | PAFAH2 inh | EBNA-1 inhibitor | LYPLA2 counter |
| --- | --- | --- | --- | --- | --- | --- | --- | --- | --- |
| COc1ccc(C(=O)NNC(=O)CSc2nnc(COc3ccc4ccccc4c3)n2C)cc1 | -4 | 8 | 1 | 2 | 4 | -1 | 2 | 82* | 2 |
| CCn1c(CSc2nc3ccccc3s2)n[nH]c1=S | 6 | 13 | 2 | 0 | -1 | -9 | 5 | 6 | 2 |
| COc1ccc2cc(S(=O)(=O)NCCCN3CCOCC3)ccc2c1 | 3 | 18 | 7 | -1 | -1 | -2 | 0 | 14 | 8 |
| Cc1cc(=O)[nH]c(N/N=C/c2c(O)n(-c3ccccc3)c(=O)c3ccccc23)n1 | 12 | 34 | 7 | -5 | 7 | 16 | 1 | -11 | 1 |

Profiles, quoted from the list.
`CCn1c(CSc2nc3ccccc3s2)n[nH]c1=S` as listed: PAFAH1B3 FP inh: 6; PREPL inhibitor: 13; pPAFAH inh: 2; LYPLA1 inh: 0; PAFAH1B2 FP inh: -1; ZTA DNA inh: -9; PAFAH2 inh: 5; EBNA-1 inhibitor: 6; LYPLA2 counter: 2
`COc1ccc2cc(S(=O)(=O)NCCCN3CCOCC3)ccc2c1` as listed: PAFAH1B3 FP inh: 3; PREPL inhibitor: 18; pPAFAH inh: 7; LYPLA1 inh: -1; PAFAH1B2 FP inh: -1; ZTA DNA inh: -2; PAFAH2 inh: 0; EBNA-1 inhibitor: 14; LYPLA2 counter: 8
